Source: PubChem BioAssay
p97 inhibitor = inhibitors of human p97 ATPase, primary screen, biochemical; Transitional endoplasmic reticulum ATPase (Homo sapiens), P55072; recombinant p97 ATPase, Kinase-Glo ATP luminescence, 3 h; inhibition, % at 8 µM; hit rate 0.42% among 220,000; in the data active = inhibition above about 15%;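 also: 0% = DMSO vehicle and 100% = wells lacking enzyme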
S1P4 antag = S1P4 receptor antagonists, primary screen, cell-based. Sphingosine 1-phosphate receptor 4 (Homo sapiens), O95977. S1P4-expressing cells, antagonist mode, reporter read-out. inhibition, % at 4.98 µM. hit rate 0.26% among 220,000; in the data active = inhibition above about 29%;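 also: 0% = wells stimulated with agonist and 100% = vehicle wells without agonist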
Target sequence (O95977 whole entry, looked up): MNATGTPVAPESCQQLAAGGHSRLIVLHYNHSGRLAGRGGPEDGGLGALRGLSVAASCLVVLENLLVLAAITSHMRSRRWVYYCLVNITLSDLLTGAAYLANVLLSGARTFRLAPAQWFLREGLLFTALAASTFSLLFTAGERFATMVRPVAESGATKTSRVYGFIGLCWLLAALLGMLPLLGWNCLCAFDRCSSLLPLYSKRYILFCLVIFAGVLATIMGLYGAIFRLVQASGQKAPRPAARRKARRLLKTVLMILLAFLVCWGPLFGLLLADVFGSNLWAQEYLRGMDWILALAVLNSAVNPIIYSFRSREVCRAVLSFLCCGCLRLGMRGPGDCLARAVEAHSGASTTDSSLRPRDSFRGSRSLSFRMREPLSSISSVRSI
S1P4 agonist = S1P4 receptor agonists, primary screen, cell-based. S1P4-expressing cell line, agonist reporter assay. Sphingosine 1-phosphate receptor 4 (Homo sapiens), O95977. activation, % at 4.98 µM. AID 1509, 2009. hit rate 0.35% among 220,000; in the data active = activation above about 11%;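 also: 0% = DMSO vehicle and 100% = reference agonist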
eIF4E 4G PPI = eIF4E–eIF4G protein interaction inhibitors, primary screen, biochemical, uHTS, TR-FRET, eIF4GI fragment | TR-FRET eIF4E-eIF4GI(517-606) binding, 2 h | inhibition, % at 21.7 µM | hit rate 0.37% among 220,000;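 active = inhibition above about 30%, limit read from the data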;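 also: 0% = full FRET control wells and 100% = background wells lacking eIF4GI fragment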
NPY1 pot ag = NPY-Y1 receptor potentiators or agonists, primary screen, cell-based; hit rate 0.37% among 220,000; NPY-Y1 expressing cells, potentiator/agonist activation; activation, % at 3.6 µM; AID 1304, 2008; in the data active = activation above about 33%, passing the limit was not always enough;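 also: cells stimulated with NPY at EC10 then isoproterenol at EC100; 0% = low agonist plus stimulus and 100% = saturating agonist plus stimulus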
Target sequence (P25929 whole entry, looked up): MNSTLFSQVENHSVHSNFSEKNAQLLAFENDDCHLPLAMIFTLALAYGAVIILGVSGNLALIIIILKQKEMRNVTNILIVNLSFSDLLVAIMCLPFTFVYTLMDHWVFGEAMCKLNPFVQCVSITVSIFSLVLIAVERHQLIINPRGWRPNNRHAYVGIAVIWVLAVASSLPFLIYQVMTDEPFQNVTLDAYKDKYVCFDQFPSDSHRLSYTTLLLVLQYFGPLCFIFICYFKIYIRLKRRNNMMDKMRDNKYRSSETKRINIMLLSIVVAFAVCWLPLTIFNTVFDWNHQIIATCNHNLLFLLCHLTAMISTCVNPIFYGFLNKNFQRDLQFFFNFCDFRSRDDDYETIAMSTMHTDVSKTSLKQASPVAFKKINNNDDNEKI
EP2 antag = human EP2 receptor antagonists, primary screen, TR-FRET cAMP, C6 glioma cells | inhibition, % at 25 µM | C6 glioma cells expressing human EP2; cells stimulated with saturating PGE2 | hit rate 0.52% among 260,000;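 active = percent inhibition above 40 after rounding to a whole number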;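 also: rat C6 glioma host cells with rolipram phosphodiesterase inhibitor present; the protocol text gives 20 µM as final concentration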
NPY-Y2 PAM-ag = NPY-Y2 potentiators or agonists, primary screen, cell-based; cells expressing NPY-Y2, potentiator/agonist read-out; Neuropeptide Y receptor type 2 (Homo sapiens), P49146; hit rate 0.45% among 220,000; activation, % at 3.6 µM; in the data active = activation above about 27%;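 also: cells stimulated with NPY near EC25 plus isoproterenol at EC100; 0% = vehicle plus submaximal agonist and 100% = vehicle plus saturating agonist; some results beyond the cut were filed as inactive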
EP2 modulator = EP2 receptor modulators, cAMP readout, primary screen, cell-based, HTRF cAMP, PGE2 stimulation; induction, % at 25 µM; Prostaglandin E2 receptor EP2 subtype (Homo sapiens), P43116; EP2-expressing cells, cAMP HTRF FRET, PGE2 co-stimulation; hit rate 0.83% among 260,000;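 active = compounds whose cAMP rise, as percent of the full-agonist control response, exceeds 60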;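 also: rat C6 glioma line stably carrying human EP2 under a CMV promoter; the protocol text gives 20 µM as final concentration; 100% = response of wells given 1 µM PGE2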
NPY Y1 blocker = NPY-Y1 receptor antagonists, primary screen, cell-based | HEK293-CNG Y1 cells, membrane potential fluorescence; NPY at EC95, then isoproterenol | AID 1040, 2008 | Neuropeptide Y receptor type 1 (Homo sapiens), P25929 | inhibition, % at 3.6 µM | hit rate 1% among 200,000;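 active = inhibition above the campaign mean inhibition of all tested compounds plus 3 SD, cut at about 20% in these data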;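 also: 0% = DMSO wells given NPY plus isoproterenol and 100% = isoproterenol alone without NPY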
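Test system: HEK293 cells co-expressing NPY Y1 receptor and cyclic-nucleotide gated channel; Also added: NPY (25 nM), isoproterenol (1 µM), Ro 20-1724 (25 µM); Compound dosing: one concentration, 3.6 µM, in 0.4% DMSO; Timing: dye 3 h, compound 60 min room temperature, stimulation 45 min; Technique: Membrane-potential fluorescent dye readout.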
* marks the source's active call; other numbers are inactive results; . = no result given; & = joins results of further samples; [ ] = dose if it differs, or a comment. A portion of the library. The share of hits here may be higher or lower than overall.

SMILES	p97 inhibitor	S1P4 antag	S1P4 agonist	eIF4E 4G PPI	NPY1 pot ag	EP2 antag	NPY-Y2 PAM-ag	EP2 modulator	NPY Y1 blocker
Cc1cc2oc(=O)cc(Cn3ccnc3)c2cc1C	2	3	-1.1	14	-21	8	12	28	2
NC(=O)CS(=O)(=O)c1nc2ccccc2n1Cc1ccccn1	4	6	1.5	3	19	5	1	19	4
CCc1ccc(NC(=O)N2CCC(c3ccccc3)C2)cc1 (stereo not given)	4	-10	-0.2	2	-12	2	-10	-15	12
Cc1no[n+]([O-])c1COc1ccc(/C=C(\C#N)C(N)=O)cc1	5	-15	0.7	-1	0	4	3	7	2
COc1ccc(C(=O)CSc2nnc(CNc3ccc(C)cc3C)n2Cc2ccco2)cc1	1	-18	2.0	-16	-12	11	10	14	2
CC(C)CN1C(=O)c2ccc(NC(=O)c3cccs3)cc2C1=O	-2	-6	-0.4	-13	16	0	-4	-16	-1
O=S(=O)(c1ccccc1F)N1CCN(CC(O)c2ccccc2)CC1 (stereo not given)	2	-9	2.2	1	11	12	2	-6	1
COc1ccc(-c2cn3c(C)c(C(=O)NC(C)C)sc3n2)cc1	1	-4	-0.5	2	0	.	13	-17	2
CCCN(Cc1ccco1)S(=O)(=O)c1ccc(OC)c(OC)c1	-1	7	0.2	1	9	7	-22	-5	.
Cc1nc(NC(=O)CSc2nc3cccnc3n2Cc2ccccc2)sc1C	-6	-11	0.7	-26	-13	10&9	-2	12&0	-5
CC(C)(C)c1ccc(/C=C2/SC(N3CCCC3)=NC2=O)cc1	0	-9	-1.8	4	-4	7	-4	-3	.
COc1cccc(CC(C(=O)Nc2cc(C)ccc2C)c2nn[nH]n2)c1OC (stereo not given)	3	-2	-1.5	-5[fluorescence artefact?]	-14	-1	-2	1	4
COc1ccccc1NC(=S)NCCSc1ccc(Cl)cc1	-3	-8	1.7	33*	-12	12	-5	-9	3
O=CN(CCN(C=O)CN1CCCCC1)CN1CCCCC1	-2	-14	-2.4	-2	-4	18	12	-2	-4
CC(=O)Nc1ccccc1OCc1cnc(Cl)s1	0	-21	-0.4	4	-6	7	12	-8	-7
Cc1nnc(Sc2nc3c(c(=O)[nH]c(=O)n3C)n2CCCc2ccccc2)s1	-1	-22	1.6	-2	13	10	-6	4	-3
CC(CC(=O)c1cccs1)CC(=O)c1cccs1	-1	3	-3.1	3	7	1	10	11	-3
COc1ccc(N(C)S(=O)(=O)c2cccc(C(=O)Nc3ccc(-n4cnnn4)cc3)c2)cc1	6	13	-3.0	-6	4	9	18	-57	-7
CC(C)c1cc(NC(=O)CSc2nnc(-c3ccccc3F)n2C)on1	-1	-1	-0.2	-9	17	8	16	3	0
CN1CCCC(OC(=O)c2ccc3c(c2)OCCO3)C1 (stereo not given)	-2	-34	1.5	0	-6	5&4	-1	3&-12	4
O=C(c1ccncc1)c1ccc(NS(=O)(=O)c2ccc(Br)s2)cc1	-3	-8	1.4	5	4	5	-9	-19	4
S=C(NCc1cccnc1)Nc1ccc(Cl)cc1	-3	-1	-0.7	7	6	.	-7	-5	-11
COc1ccccc1NC(=O)Nc1cccnc1	6	-11	-0.1	-3	5	6	8	0	9
COc1ccc(OCCCC(=O)N2CCCc3ccccc32)cc1	-5	-5	2.5	6	-5	14	-6	-14	-1
Cc1cc(C)nc(SCNC(=O)c2ccc(Cl)cc2)n1	3	5	-0.2	4	-13	6	7	6	4
CC(C)(C(=O)c1ccccc1)/[N+]([O-])=C/c1ccccc1	-4	-23	0.1	.	-21	7	3	.	6
Cc1ccc(C(OCC(O)CN2CCCCC2CO)c2ccccc2)cc1 (stereo not given)	0	8	0.4	4	-1	2	-15	-11	13
CCOCCCNC(=O)c1cn(CC(C)C)c(=O)c2cc(OC)c(OC)cc12	4	6	-0.1	-2	1	.	0	1	-3
COc1ccc(NC(=O)CSC2=C(C#N)C(c3ccco3)C3=C(CCCC3=O)N2)c(OC)c1 (stereo not given)	-7	-1	-1.5	8	4	10	-9	-21	1
O=C(c1cc(=O)[nH]c2ccccc12)N1CCN(c2ccc([N+](=O)[O-])cc2)CC1	-2	10	0.3	1	-5	21	-7	-32	.

The list goes on; it opens with the five that closed the last part.
SMILES	p97 inhibitor	S1P4 antag	S1P4 agonist	eIF4E 4G PPI	NPY1 pot ag	EP2 antag	NPY-Y2 PAM-ag	EP2 modulator	NPY Y1 blocker
CC(C)(C(=O)c1ccccc1)/[N+]([O-])=C/c1ccccc1	-4	-23	0.1	.	-21	7	3	.	6
Cc1ccc(C(OCC(O)CN2CCCCC2CO)c2ccccc2)cc1 (stereo not given)	0	8	0.4	4	-1	2	-15	-11	13
CCOCCCNC(=O)c1cn(CC(C)C)c(=O)c2cc(OC)c(OC)cc12	4	6	-0.1	-2	1	.	0	1	-3
COc1ccc(NC(=O)CSC2=C(C#N)C(c3ccco3)C3=C(CCCC3=O)N2)c(OC)c1 (stereo not given)	-7	-1	-1.5	8	4	10	-9	-21	1
O=C(c1cc(=O)[nH]c2ccccc12)N1CCN(c2ccc([N+](=O)[O-])cc2)CC1	-2	10	0.3	1	-5	21	-7	-32	.
CCOc1ccccc1N1C(=O)CC(Sc2n[nH]c(-c3ccccc3)n2)C1=O (stereo not given)	3	7	-0.3	0	5	6	-9	6	-1
CCS(=O)(=O)N1Cc2ccccc2CC1C(=O)Nc1ccc(C)cc1 (stereo not given)	1	-15	-2.9	-7[fluorescence artefact?]	-10	2	-10	10	-1
CC(C)C(NS(=O)(=O)c1cccs1)C(=O)NCCN1CCN(c2ccccc2)CC1 (stereo not given)	4	-19	0.9	-4	7	12	9	5	0
CC1=C(C(=O)OCC(C)C)C(c2cccs2)NC(=S)N1 (stereo not given)	2	-3	-0.3	6	17	5	8	6	-5
COc1ccc(NC(=O)CC(NCc2ccccn2)C(=O)O)cc1 (stereo not given)	1	-2	-1.2	1	4	3	11	0	2
COC(=O)C1CCN(C(=O)c2cc(OC)c(OC)c(OC)c2)CC1	3	-4	1.4	2	-3	6	-4	25	3
COc1ccc(-n2nc(C(=O)NCC(=O)N3CCN(c4ccccn4)CC3)c3ccccc3c2=O)cc1Cl	1	-2	1.4	-2	-24	4	-3	-2	1
COC(=O)C1=C(O)/C(=C\c2ccc(O)c(OC)c2)N=C1C	5	4	0.1	-1	9	9	5	-5	-1
COc1ccc(CNC(=O)C2Cc3ccccc3CN2C(=O)c2ccco2)cc1 (stereo not given)	5	-24	1.2	4	1	8	16	3	2
CCC(C)(C)NC(=O)Cc1ccc(OC)c(OC)c1	4	-20	-0.7	-11[fluorescence artefact?]	-8	4	-1	-4	-3
CC(N=C1NS(=O)(=O)c2ccccc21)C(=O)N1CCc2ccccc2C1 (stereo not given)	2	4	0.5	1	5	3	-1	-10	-3
COc1ccc(CCNC(=O)C23CN(Cc4ccccc4)CC2C(c2cccc([N+](=O)[O-])c2)=NO3)cc1 (stereo not given)	3	-6	1.1	2	7	19	8	28	-6
CC1(C)NC(=O)N(CC(O)CN2CCCCC2)C1=O (stereo not given)	5	-37	1.9	-3[fluorescence artefact?]	-8	10	5	10	-1
S=c1[nH]nc(CSCc2ccccc2Cl)n1C1CCCCC1	-3	-13	1.4	1	4	5	13	0	-3
O=C(/C=C/c1cccc([N+](=O)[O-])c1)NCCSCc1ccccc1Cl	-2	-12	0.2	2	-11	13	2	-89	8
COc1ccc(-c2cc3nc4c(c(=O)n3[nH]2)CCC4)cc1	-9	7	0.9	4	-16	13	-9	-7	-2
Cc1ccc(N2CCN(C(=O)CCc3nc4ccccc4[nH]3)CC2)c(C)c1	-1	7	0.9	-1	-17	13	-33	-4	12
Cc1cccc(-n2c(SCC(=O)NCc3ccc4c(c3)OCO4)nc3ccccc3c2=O)c1	5	-6	0.3	-3	-5	6	-10	5	4
CCCCCCOc1ccc(C(=O)O)cc1	2	-12	0.2	1	-3	15	3	10	.
CCN(CC)C(=O)/C(=C\c1cccc([N+](=O)[O-])c1)NC(=O)c1ccco1	-1	-32	0.8	7	11	4	-3	-6	5
COc1cc(NC(=O)C2CC(=O)NC3=C2C(=O)CCC3)cc(OC)c1 (stereo not given)	8	5	-0.2	-2	7	10	-15	18	3
CC(C(=O)OCC(=O)Nc1ccc2c(c1)OCO2)N1C(=O)c2ccccc2C1=O (stereo not given)	-1	-4	0.1	1	7	11	3	-27	-3
COc1ccc2c(c1)CC/C2=N\OC(=O)c1ccccc1OC	-2	-12	-0.6	4	-12	3	0	4	2
Cc1cnc(NC(=O)c2ccc(OCC3CCCO3)cc2)s1 (stereo not given)	-5	-15	-0.6	6	8	6	0	-27	-2
CCOC(=O)C1=C(O)/C(=C/c2cc(OC)c(O)c(OC)c2)SC1=Nc1ccc(OC)cc1	-2	-5	-0.2	-1[fluorescence artefact?]	-4	16	-11	18	2
COc1cc(C(=O)NCc2ccc(-c3nc4ccccc4o3)cc2)cc(OC)c1OC	-4	-8	-1.9	1	-12	14	-24	5	2
N/C(Cc1cccc2ccccc12)=N\OC(=O)Cc1cccs1	12	-9	-0.5	6	-6	3	-1	11	3
O=C(c1cc(C2CC2)on1)N1CCN(C(c2ccccc2)c2ccccc2)CC1	3	-6	3.9	6	-6	2	5	54	-2
CC1(CCc2ccc3c(c2)OCO3)NC(=O)c2ccccc2N1 (stereo not given)	3	4	-2.9	6	-23	15	9	8	-4
O=C(Nc1ccc(C#Cc2ccccc2)cc1)C1CC1	4	-13	-5.1	-16	78*	8	38*	-28	-6
Cc1n[nH]c(=O)nc1NCc1ccco1	2	-16	-0.8	74*	-7	12&12	16	5&-19	0
COc1cc2[nH]c(=O)n(Cc3ccc(C(=O)NCCCN4CCN(C)CC4)cc3)c(=O)c2cc1OC	-1	-13	-1.3	6	-29	9	-11	30	3
CCn1c(S(=O)(=O)O)nc2ccccc21	11	1	1.6	1	-16	6	2	10	.
O=C(c1ccccc1)c1coc2ccc(O)c(CN3CCOCC3)c12	3	3	-0.1	0	-30	9	-10	-8	2
COc1ccccc1NC(=O)N1CCC(c2nc3ccccc3o2)CC1	1	0	1.6	2	4	5	-15	9	7
Cc1ccc(NC(=S)NNC(=S)Nc2ccc(C)cc2C)cc1	3	-6	-1.1	2	-3	12	-41	-50	22*
Cc1ccc(S(=O)(=O)Nc2nc3n(n2)C(c2ccc(Cl)cc2)CC(=O)N3)cc1 (stereo not given)	3	-7	1.6	1	-7	9	6	22	2
CC(=O)Nc1ccccc1OCC(=O)NCCc1ccc(Cl)cc1Cl	0	-8	-1.0	9	19	10	10	-21	-1
Cc1cc(C)c2nc(-c3ccccn3)cc(C(=O)NCc3cc(C)n(C)n3)c2c1	0	7	-1.1	-3	4	10	-3	27	1
COc1cc(C#N)ccc1OCC(=O)Nc1ccc(C)c(S(=O)(=O)N2CCOCC2)c1	1	-3	-0.6	1	-27	8	-14	-45	1
